Tau fluor counter: counter-screen for tau fibril formation inhibitors | tau K18 P301L Alexa594 fluorescence, heparin fibrillization | Potency, µM (series often up to 57.7 µM), for inactives: at the highest dose activity change, negative = decrease | 280,000 compounds, 0.93% hits; note: % is set by controls: 0 for no effect and ±100 for the full control effect; nearly all actives have a fitted effect of over 55% in size
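Human tau K18 P301L (15 uM unlabeled, 0.24 uM Alexa 594-labeled) in 100 mM sodium acetate pH 7 with 20 uM heparin, 6 hr at 37 C. ThT 30 uM added, 1 hr ambient; Alexa 594 FP and total fluorescence read at 555/632 nm.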
GAA spleen mod: inhibitors or activators of human alpha-glucosidase in spleen homogenate. human spleen homogenate, 4-MU-alpha-glucoside fluorescence. Potency, µM (titrated, usually from 79.9 µM), without a hit: top-dose activity change, negative = inhibition, hits mostly inhibitors. 240,000 compounds, 0.006% hits. AID 2112;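 note: 0% = enzyme with vehicle and -100% = no enzyme basal signal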
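Human spleen homogenate (1 ug) incubated with compounds and 1 mM 4-methylumbelliferyl-alpha-D-glucopyranoside in pH 5.0 citrate/phosphate buffer, 37 C, 40 min. Stopped at pH 10; 4-MU fluorescence (Ex 365/Em 440 nm); AC50 by Hill fit.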
NPSR antag: blocks cAMP signaling of the human neuropeptide S receptor. Q6W5P4. CHO-NPSR cells, cAMP TR-FRET, antagonist mode. Potency, µM (doses to about 38.3 µM), inactives show top-dose activity change, negative = inhibition, actives largely listed as inhibitors. 220,000 compounds, 1% hits. AID 1461; note: % is set by controls: 0 for no effect and ±100 for the full control effect; nearly all actives have a fitted effect of over 50% in size; many of its hits are not listed in these tables
Target sequence (Q6W5P4 whole entry, looked up): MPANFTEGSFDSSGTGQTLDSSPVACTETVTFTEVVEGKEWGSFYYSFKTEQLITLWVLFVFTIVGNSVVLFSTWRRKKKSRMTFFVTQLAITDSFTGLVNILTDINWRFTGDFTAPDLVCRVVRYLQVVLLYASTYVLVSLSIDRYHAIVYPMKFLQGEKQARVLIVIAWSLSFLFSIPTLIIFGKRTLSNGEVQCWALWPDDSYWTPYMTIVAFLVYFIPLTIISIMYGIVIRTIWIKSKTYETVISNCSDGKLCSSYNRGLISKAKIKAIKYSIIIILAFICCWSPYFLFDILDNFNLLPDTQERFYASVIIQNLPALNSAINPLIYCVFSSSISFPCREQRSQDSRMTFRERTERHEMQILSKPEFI
GAA glycogen: GAA glycogen-cleavage inhibition or activation; recombinant GAA, glycogen substrate, Amplex Red glucose oxidase fluorescence; 300,000 compounds, 0.38% hits; P10253; Potency, µM (highest dose often 76.4 µM), without a hit: at the highest dose activity change, negative = inhibition, actives largely listed as inhibitors;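 note: 0% = full enzyme reaction and -100% = no-enzyme basal signal; the screen sought inhibitors and activators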
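Recombinant enzyme (4 nM final) with compounds titrated up to 77 uM and bovine liver glycogen (30 ug) in citrate pH 5.0, 0.01% Tween-20, 37 C 40 min. Released glucose detected by Amplex Red/glucose oxidase (Ex 573/Em 610); AC50 from Hill fits.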
Epigenetic derep: derepresses silenced GFP reporter in murine cells; 280,000 compounds, 0.2% hits; Potency, µM (top dose mostly 53.9 µM), for inactives: top-dose GFP activation, hits mostly activators; murine LDR cells, GFP reporter derepression, 30 h; note: % of control where 0% means no effect; nearly all actives have a fitted effect of over 60% in size
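In this reporter-derepression format, murine cells bearing a silenced integrated CMV-GFP locus incubate with test compound (30 h, 37 C), then are washed and imaged; fluorescent objects of 20–120 um count as induced cells.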
ALDH1A1 block: blocks purified human ALDH1A1 activity; P00352; Purified ALDH1A1, NADH fluorescence, propionaldehyde substrate; Potency, µM (highest dose often 75.3 µM), without a hit: at the highest dose activity, negative = inhibition, most hits filed as inhibitors; 220,000 compounds, 7.3% hits; AID 1030; active = well fitted inhibition curve with a large enough effect, not every such curve was filed as active; inconclusive = small, poorly fitted or top-dose-only effect, or another doubt; inactive = no such curve, though single readings can be large or run the other way;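 note: plate controls were no enzyme wells and a reference inhibitor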
GAA inh: blocks human lysosomal alpha-glucosidase. P10253. purified human GAA, 4-MU-alpha-glucoside fluorescence. 200,000 compounds, 0.005% hits. AID 1466. Potency, µM (highest dose often 76.9 µM), inactives show at the top dose activity change, negative = inhibition, usual class: inhibitors;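 note: plate controls were uninhibited enzyme wells for no effect and no-enzyme background for full effect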
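Enzyme (4 nM final) mixed with compound (up to 77 uM), then 4-MU-alpha-D-pyranoside (400 uM final) added; 20 min at room temperature, pH 5.0. Reaction stopped at pH 10, fluorescence read, AC50 derived by Hill fit.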
aGal spleen mod: inhibits or activates alpha-galactosidase in human spleen homogenate. P06280. human spleen homogenate, 4MU-alpha-Gal fluorescence, 40 min. Potency, µM (doses to about 80 µM), for inactives: top-dose activity change, negative = inhibition, actives largely listed as inhibitors. 240,000 compounds, 0.008% hits. AID 2107;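 note: 0% = enzyme with vehicle and -100% = no enzyme basal signal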
Target sequence (P06280 32-429 limits assumed): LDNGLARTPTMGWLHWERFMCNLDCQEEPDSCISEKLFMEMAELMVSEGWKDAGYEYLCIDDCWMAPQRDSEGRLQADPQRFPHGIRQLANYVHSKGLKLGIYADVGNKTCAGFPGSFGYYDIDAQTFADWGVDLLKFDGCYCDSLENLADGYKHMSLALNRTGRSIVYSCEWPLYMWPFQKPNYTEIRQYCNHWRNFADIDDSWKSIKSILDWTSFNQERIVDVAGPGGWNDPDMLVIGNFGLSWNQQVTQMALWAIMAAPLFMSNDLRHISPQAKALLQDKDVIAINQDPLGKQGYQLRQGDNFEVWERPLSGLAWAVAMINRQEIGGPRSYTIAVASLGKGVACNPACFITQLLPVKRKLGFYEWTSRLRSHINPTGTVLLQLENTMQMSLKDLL
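Spleen homogenate 1 ug + cpd (titration) + 4-MU-alpha-D-galactopyranoside 1 mM; 37C 40 min; 50 mM citrate/phosphate pH 5.0, 0.01% Tween-20; stop pH 10; fluorescence 365/440; AC50 via Hill.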
* = called active by the depositor; [ ] = remark or other dose. Unless noted, calls come from the whole dose curve; as a rule, active = well fitted curve in the direction sought with a large enough effect; inconclusive = small, poorly fitted or top-dose-only effect, or another doubt; inactive = no such curve, though single readings can be large; an effect the other way counts as inactive or inconclusive. Potency is the fitted concentration of half-maximal effect. The list is partial, so the mix of outcomes need not match the whole.

For COCc1cc(C)[nH]c(=O)c1C(=O)NC12CC3CC(CC(C3)C1)C2 the results were Tau fluor counter 4%[2.34 µM], GAA spleen mod 2%, NPSR antag 2%, GAA glycogen -7%, Epigenetic derep -0.1%, ALDH1A1 block -11%, GAA inh inconclusive and aGal spleen mod 9%.
Screening CC(C)C(=O)Nc1cccc(NC(=O)c2cccc([N+](=O)[O-])c2)c1 returned Tau fluor counter -8%, GAA spleen mod 2%, NPSR antag -5%[46.1 µM], GAA glycogen -2%, Epigenetic derep 0.0%, ALDH1A1 block 2%, GAA inh -4% and aGal spleen mod -7%.
COC(=O)c1sccc1NC(=O)c1ccccc1[N+](=O)[O-] was read as Tau fluor counter -16%, GAA spleen mod 6%, NPSR antag 10%, GAA glycogen 8%, Epigenetic derep 7.7%, ALDH1A1 block inconclusive, GAA inh -4% and aGal spleen mod 6%.
O=C(CCCc1c[nH]c2ccccc12)NCc1ccc2c(c1)OCO2 was read as Tau fluor counter -26%, GAA spleen mod -6%, NPSR antag 1%[46.1 µM], GAA glycogen -2%, Epigenetic derep -1.0%, ALDH1A1 block -4%, GAA inh -4% and aGal spleen mod -2%.
`CN=c1scc(-c2ccccc2F)n1/N=C/c1ccc(O)c(O)c1O` gave Tau fluor counter 25µM*[quencher], GAA spleen mod -8%, NPSR antag -28%, GAA glycogen inconclusive, Epigenetic derep 6.7%, ALDH1A1 block 5.6µM*, GAA inh -12% and aGal spleen mod 2%.
For C/C(=N\Nc1nc2ccccc2[nH]1)c1ccc(N2CCOCC2)cc1 the results were Tau fluor counter inconclusive, GAA spleen mod 0%, NPSR antag -15%, GAA glycogen inconclusive, Epigenetic derep 2.2%, ALDH1A1 block 2%, GAA inh -7% and aGal spleen mod 4%.
`CCOC(=O)N1CCN(S(=O)(=O)c2ccc(F)c(C(=O)Nc3ccc(C)c(Cl)c3)c2)CC1` gave Tau fluor counter -28%, GAA spleen mod -7%, NPSR antag -26%, GAA glycogen -13%, Epigenetic derep 0.2%, ALDH1A1 block -2%, GAA inh -4% and aGal spleen mod -1%.
Cc1ccc(C(=O)OCC(=O)Nc2sc3c(c2C#N)CCC3)cc1 was read as Tau fluor counter -8%, GAA spleen mod -14%, NPSR antag 3%, GAA glycogen 3%, Epigenetic derep -0.9%, ALDH1A1 block 25µM*, GAA inh -3% and aGal spleen mod -10%.
CCOC(=O)c1ccc2nc(CCC(=O)N[C@H](C(=O)OC)C(C)C)c(=O)n(CC)c2c1 was read as Tau fluor counter 0%, NPSR antag -21%, GAA glycogen -8%, Epigenetic derep -2.2%, ALDH1A1 block inconclusive, GAA inh -3% and aGal spleen mod 5%.
CC12COC3(C(N)=O)CC1CCC32C (configuration not stated) was read as Tau fluor counter -1%, GAA spleen mod -11%, NPSR antag 24%, GAA glycogen 8%, Epigenetic derep -1.0%, ALDH1A1 block 6%, GAA inh 0% and aGal spleen mod -2%.
Screening Cc1ccccc1N(C)S(=O)(=O)c1ccc2[nH]cc(C(=O)NCC3CCCO3)c(=O)c2c1 (configuration not stated) returned Tau fluor counter inconclusive, GAA spleen mod 10%, NPSR antag -8%[46.1 µM], GAA glycogen 6%, Epigenetic derep 0.0%, ALDH1A1 block inconclusive, GAA inh 9% and aGal spleen mod 13%.
CC(Sc1nc(N2CCOCC2)nc(N2CCOCC2)n1)C(=O)Nc1ccccc1 (configuration not stated) was read as Tau fluor counter -1%, GAA spleen mod -7%, NPSR antag inconclusive, GAA glycogen -17%, Epigenetic derep -0.2%, ALDH1A1 block 2%, GAA inh 5% and aGal spleen mod 3%.
`CCOC(=O)c1ccc(N2Cc3ccccc3C2=NC(=O)c2cccs2)cc1` gave Tau fluor counter -25%, GAA spleen mod -7%, NPSR antag inconclusive, GAA glycogen 14%, Epigenetic derep 2.1%, ALDH1A1 block 8%, GAA inh 4% and aGal spleen mod -5%.
Screening CSc1nsc(SC)c1C(=O)NCCNS(=O)(=O)c1ccc(C)cc1 returned Tau fluor counter -12%, GAA spleen mod 3%, NPSR antag 2%[46.1 µM], GAA glycogen -5%, Epigenetic derep 0.0%, ALDH1A1 block 25µM*, GAA inh -2% and aGal spleen mod 3%.
CCOc1ncccc1C(=O)OCC(=O)c1ccccc1Br was read as Tau fluor counter -12%, GAA spleen mod -21%, NPSR antag -8%, GAA glycogen 3%, Epigenetic derep 1.8%, ALDH1A1 block inconclusive, GAA inh 1% and aGal spleen mod 5%.
`CCOC(=O)N1CCC(NC(=O)CN2C(=O)CSc3nc(C)cc(C)c32)CC1` gave Tau fluor counter -10%, GAA spleen mod 2%, NPSR antag -5%[46.1 µM], GAA glycogen inconclusive, Epigenetic derep 0.7%, ALDH1A1 block 8%, GAA inh -8% and aGal spleen mod 4%.
For O=C(NCC1(c2ccccc2)CCCC1)c1ccc(Br)cc1 the results were Tau fluor counter -12%, GAA spleen mod -6%, NPSR antag -48%, GAA glycogen -8%, Epigenetic derep -0.9%, ALDH1A1 block inconclusive, GAA inh 2% and aGal spleen mod -11%.
`CCCCOC(=O)c1nc[nH]c1C(=O)OCCCC` gave Tau fluor counter -10%, GAA spleen mod -16%, NPSR antag 6%, GAA glycogen -9%, Epigenetic derep 1.0%, ALDH1A1 block -2%, GAA inh -5% and aGal spleen mod -1%.
For COc1ccc(N2CCN(C(=O)CSc3nnnn3-c3ccc4c(c3)OCCO4)CC2)cc1 the results were Tau fluor counter -29%, GAA spleen mod -7%, NPSR antag -22%[46.1 µM], GAA glycogen 0%, Epigenetic derep -2.7%, ALDH1A1 block -6%, GAA inh -10% and aGal spleen mod -8%.
`Cc1nnc(N(C)C(=O)c2ccc3c(c2)OCO3)s1` gave Tau fluor counter 1%, GAA spleen mod 6%, NPSR antag 3%, GAA glycogen -7%, Epigenetic derep 2.4%, ALDH1A1 block 2%, GAA inh 1% and aGal spleen mod 2%.

Grouped by structure, those above with fluorine (2)
`CN=c1scc(-c2ccccc2F)n1/N=C/c1ccc(O)c(O)c1O` gave Tau fluor counter 25µM*[quencher], GAA spleen mod -8%, NPSR antag -28%, GAA glycogen inconclusive, Epigenetic derep 6.7%, ALDH1A1 block 5.6µM*, GAA inh -12% and aGal spleen mod 2%.
`CCOC(=O)N1CCN(S(=O)(=O)c2ccc(F)c(C(=O)Nc3ccc(C)c(Cl)c3)c2)CC1` gave Tau fluor counter -28%, GAA spleen mod -7%, NPSR antag -26%, GAA glycogen -13%, Epigenetic derep 0.2%, ALDH1A1 block -2%, GAA inh -4% and aGal spleen mod -1%.

More records
`COc1cc(/C=C(/C#N)c2nc3ccccc3c(=O)[nH]2)ccc1O` gave Tau fluor counter -16%, GAA spleen mod 2%, NPSR antag -20%, GAA glycogen -6%, Epigenetic derep 1.3%, ALDH1A1 block -1%, GAA inh -3% and aGal spleen mod 0%.
For CCN1CCN(Cc2nc3c(c(=O)[nH]c(=O)n3C)n2Cc2ccccc2Cl)CC1 the results were Tau fluor counter -2%, GAA spleen mod 3%, NPSR antag 19%[46.1 µM], GAA glycogen -5%, Epigenetic derep -1.0%, ALDH1A1 block -12%, GAA inh -2% and aGal spleen mod 4%.
CCc1nc(C)c(C#N)c2cc(OC)c(OC)cc12 was read as Tau fluor counter 4%, GAA spleen mod -3%, NPSR antag -8%[46.1 µM], GAA glycogen 16%, Epigenetic derep -3.0%, ALDH1A1 block 2%, GAA inh -2% and aGal spleen mod -1%.
`O=C(CSc1nc2ncccc2[nH]1)c1ccc2c(c1)OCO2` gave Tau fluor counter 2%, GAA spleen mod 1%, NPSR antag inconclusive, GAA glycogen 2%, Epigenetic derep -1.8% and aGal spleen mod 14%.
CC(C)c1c(O)nc(SCCN2CCOCC2)[nH]c1=O was read as Tau fluor counter -12%, GAA spleen mod 2%, NPSR antag 5%[46.1 µM], GAA glycogen -7%, Epigenetic derep -3.3%, ALDH1A1 block inconclusive, GAA inh -2% and aGal spleen mod 3%.
`C=CCSC1=NNC(c2ccc(C(C)(C)C)cc2)=NN1` gave Tau fluor counter 0%, GAA spleen mod -2%, NPSR antag 0%, GAA glycogen 5%, Epigenetic derep -1.1% and aGal spleen mod -2%.
Screening Cc1cc(C)n(-c2nc3ccccc3s2)n1 returned Tau fluor counter -8%, GAA spleen mod 1%, NPSR antag -24%, GAA glycogen 10%, Epigenetic derep -1.0%, ALDH1A1 block -8%, GAA inh -3% and aGal spleen mod 2%.
Screening CN(C)S(=O)(=O)c1ccc(C(=O)N2CCN=C2SCc2cccnc2)cc1 returned Tau fluor counter -15%, GAA spleen mod 0%, NPSR antag -1%[46.1 µM], GAA glycogen 9%, Epigenetic derep -1.4%, ALDH1A1 block -10%, GAA inh -22% and aGal spleen mod 1%.
`Nc1cc(OC(=O)c2ccco2)nn1S(=O)(=O)c1ccc(F)cc1` gave Tau fluor counter -23%, GAA spleen mod -5%, NPSR antag 15%[46.1 µM], GAA glycogen 7%, Epigenetic derep -0.9%, ALDH1A1 block 14µM*, GAA inh -7% and aGal spleen mod -15%.
For CCOC(=O)Cc1csc(SCc2nc3sc4c(c3c(=O)[nH]2)CCC4)n1 the results were Tau fluor counter -9%, GAA spleen mod 4%, NPSR antag -17%[46.1 µM], GAA glycogen -3%, Epigenetic derep 1.6%, ALDH1A1 block -9%, GAA inh 0% and aGal spleen mod 2%.
Screening COc1cc(OC)cc(C(=O)NC2CCN(C(=O)N3c4ccccc4Sc4ccccc43)CC2)c1 returned Tau fluor counter inconclusive, GAA spleen mod -2%, NPSR antag inconclusive, GAA glycogen -12%, Epigenetic derep 0.0%, ALDH1A1 block -3%, GAA inh -8% and aGal spleen mod 2%.
For CCCCCCC(=O)NCC(=O)OCC(=O)c1ccccc1 the results were Tau fluor counter -2%, GAA spleen mod 2%, NPSR antag 1%[46.1 µM], GAA glycogen -4%, Epigenetic derep -0.8%, ALDH1A1 block -8%, GAA inh -11% and aGal spleen mod 6%.
`CC(C)(C)/C=N/NC(=O)CNC(=O)c1ccc2c(c1)OCCO2` gave Tau fluor counter 0%, GAA spleen mod 4%, NPSR antag 18%, GAA glycogen -10%, Epigenetic derep -0.4%, ALDH1A1 block 10%, GAA inh 8% and aGal spleen mod 1%.
For Cc1cc(N=Nc2ccccc2C(=O)O)c(C)c(C)c1O the results were Tau fluor counter inconclusive, GAA spleen mod -25%, NPSR antag inconclusive, GAA glycogen inconclusive, Epigenetic derep 2.5% and aGal spleen mod -12%.
